RXFP1 agonist: activates the human relaxin receptor RXFP1; HEK293T-RXFP1 cAMP TR-FRET, 30 min; response scale: percent of porcine relaxin response, buffer zero; Potency, µM (top dose mostly 57.5 µM), for the others: at the top dose activation, usual class: activators; hit rate 0.3% among 370,000; also: potency is read from the fitted curve at half-maximal effect; % is scaled to controls: 0 for no effect and ±100 for the full control effect; nearly all actives have a fitted effect of over 60% in size; many of its hits are not listed in these tables
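cAMP rise read by TR-FRET after 30 min, 37C compound exposure (up to 58 uM) in RXFP1-transfected HEK293 cells with Ro 20174 present. EC50 from Hill-equation fits, with 29 nM porcine relaxin as 100% and buffer as basal.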
Vif-APOBEC3G blk: blocks the Vif interaction with human APOBEC3G. HeLa A3G-eYFP + Vif (tagged APOBEC3G with the HIV-1 protein that degrades it), YFP fluorescence, overnight. Potency, µM (titrated, usually from 46.1 µM), for inactives: at the highest dose activity, negative = active, hits mostly inhibitors. hit rate 0.076% among 410,000. AID 602310;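 also: potency is read from the fitted curve at half-maximal effect; % is scaled to controls: 0 for no effect and ±100 for the full control effect; nearly all actives have a fitted effect of over 60% in size; hits raise eYFP signal because A3G escapes Vif-driven loss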
Target sequence (Q9HC16 whole entry, looked up): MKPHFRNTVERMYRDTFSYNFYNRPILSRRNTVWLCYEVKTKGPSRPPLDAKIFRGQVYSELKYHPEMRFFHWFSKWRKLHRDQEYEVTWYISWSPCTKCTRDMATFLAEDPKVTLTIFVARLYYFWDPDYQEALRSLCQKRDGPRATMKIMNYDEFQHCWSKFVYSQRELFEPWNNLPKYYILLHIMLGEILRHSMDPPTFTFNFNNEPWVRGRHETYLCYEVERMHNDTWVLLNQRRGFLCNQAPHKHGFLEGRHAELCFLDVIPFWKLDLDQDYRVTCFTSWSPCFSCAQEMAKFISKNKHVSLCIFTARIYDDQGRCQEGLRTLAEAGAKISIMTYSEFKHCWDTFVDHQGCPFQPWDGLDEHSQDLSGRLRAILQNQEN
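HeLa cells stably expressing Vif and C-terminally eYFP-tagged A3G, seeded overnight at 37 deg C, then exposed to compound by pintool overnight at 37 deg C. Rise in yellow fluorescence (Ex 488/Em 500-530, Acumen) marks blocked Vif-driven A3G degradation.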
D1 ag: human D1 receptor agonism; activation, % at 2 µM; P21728; HEK293 T-REx D1 cells, calcium flux, agonist mode; hit rate 1% among 360,000; in the data active = activation above about 30%; also: 0% is about no effect
Target sequence (P21728 whole entry, looked up): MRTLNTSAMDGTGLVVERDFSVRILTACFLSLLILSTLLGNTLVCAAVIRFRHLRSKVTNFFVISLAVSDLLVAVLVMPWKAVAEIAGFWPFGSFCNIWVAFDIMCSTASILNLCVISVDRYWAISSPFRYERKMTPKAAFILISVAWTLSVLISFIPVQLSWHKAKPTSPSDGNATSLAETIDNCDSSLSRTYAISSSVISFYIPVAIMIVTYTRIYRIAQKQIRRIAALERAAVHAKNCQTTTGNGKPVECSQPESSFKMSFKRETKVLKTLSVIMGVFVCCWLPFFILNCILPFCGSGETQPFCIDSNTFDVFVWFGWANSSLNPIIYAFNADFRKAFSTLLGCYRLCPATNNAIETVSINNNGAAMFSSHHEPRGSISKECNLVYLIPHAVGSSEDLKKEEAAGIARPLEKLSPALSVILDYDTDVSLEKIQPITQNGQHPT
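Agonism was scored from calcium flux recorded over 180 s (1 read/s) after pintool compound addition, following a 10-cycle baseline. Cells were inducible force-coupled HEK293 TREx D1, plated overnight at 30 C and loaded with no-wash calcium dye.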
D2 PAM: D2 dopamine receptor (human) potentiation. P14416. hit rate 0.34% among 340,000. HEK293 T-REx D2, calcium flux, EC20 dopamine potentiation. potentiation, % at 10 µM;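 active = potentiation over 3 SD above the plate norm, cut at about 30% in these data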; also: 0% is about no effect
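Cells plated with tetracycline inducer and held overnight at 30 C; calcium dye loaded 30–90 min at room temperature; baseline taken, compound added and read 180 s; EC20 dopamine then added and read 180 s.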
RXFP1 antagonist: blocks the human relaxin receptor RXFP1; activity change, negative = inhibition, % at 57.5 µM; HEK293-RXFP1, relaxin-stimulated cAMP HTRF, 30 min; hits give low values; AID 1259400; hit rate 0.59% among 350,000; Q9HBX9;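 active = activity change of -60% or lower, but not beyond a set lower limit; inconclusive = change between -60% and -40%, or beyond the set limit; inactive = change above -40%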; also: % is scaled to controls: 0 for no effect and ±100 for the full control effect
D1 antag: blocks dopamine activation of the human D1 receptor; activity change, negative = inhibition, % at 10 µM; hit rate 3.2% among 360,000; HEK293 TREx D1 cells, calcium flux, dopamine EC80; hits give low values; AID 504652; P21728; in the data active = activity change below about -30%; also: % is scaled to controls: 0 for no effect and ±100 for the full control effect
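HEK293 T-REx cells expressing inducible, force-coupled D1 receptor; no-wash Ca dye, 30–90 min RT. Cmpd → 180 s read at 1 Hz → EC80 DA → 180 s read.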
D1 potentiator: human D1 dopamine receptor positive modulation; AID 504651; hit rate 0.036% among 360,000; HEK293 TREx D1 cells, calcium flux, dopamine EC20 potentiation; potentiation, % at 10 µM; P21728; in the data active = potentiation above about 30%; also: 0% is about no effect
GRP78 ERSR act: induces the endoplasmic reticulum stress response in human glioma cells; hit rate 0.02% among 420,000; U87-MG GRP78 promoter luciferase reporter, 16 h; Potency, µM, for the others: top-dose activation, most hits filed as activators; also: potency is read from the fitted curve at half-maximal effect; series mostly up to about 76 µM; % of control where 0% means no effect; nearly all actives have a fitted effect of over 35% in size
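Stably transfected U87-MG human glioma cells carrying a GRP78-based luminescent sensor were seeded at 1000 cells/well, pin-dosed with compounds and incubated 16 h. Luciferase reagent was then added, and end-point luminescence was read after 10 min at room temperature.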
Vif-APOBEC3F blk: Vif-A3F binding inhibition; hit rate 0.2% among 390,000; Potency, µM (titrated, usually from 46.1 µM), for inactives: at the top dose activity, negative = active; AID 602313; HeLa A3F-eYFP + Vif (tagged APOBEC3F with the HIV-1 protein that degrades it), YFP fluorescence increase; also: potency is read from the fitted curve at half-maximal effect; % of control where 0% means no effect; nearly all actives have a fitted effect of over 65% in size
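HeLa cells stably expressing A3F-eYFP plus Vif, plated and incubated overnight at 37 deg C, then exposed to compounds overnight at 37 deg C. Blocked degradation read as raised yellow fluorescence (Ex 488/Em 500-530).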
Numbers without * were called inactive; ? = inconclusive; / = no result given; & = joins results of further samples. Unless noted, calls follow the shape of the dose curve; as a rule, active = well fitted curve in the direction sought with a large enough effect; inconclusive = small, poorly fitted or top-dose-only effect, or another doubt; inactive = no such curve, though single readings can be large; an effect the other way counts as inactive or inconclusive. A portion of the library, so the mix of outcomes need not match the whole.

Under each structure – RXFP1 agonist | Vif-APOBEC3G blk | D1 ag | D2 PAM | RXFP1 antagonist | D1 antag | D1 potentiator | GRP78 ERSR act | Vif-APOBEC3F blk
- O=C(CN1C(=O)COc2ccccc2C1=O)c1ccc2c(c1)OCCO2
→ -1.5% | 3% | 3 | 1 | -28 | -9 | 1 | -2% | 7%
- CC(=O)NC1=NN(C(C)=O)C(C)(CC(=O)OC(C)(C)C)S1 (stereo not given)
→ -0.3% | 2% | 3 | 10 | ? | 7 | 4 | 0% | 13%
- CCCCOc1ccc(C(=O)Nc2nc3c(s2)CC(C)CC3)cc1 (stereo not given)
→ -2.0% | 4% | 2 | / | -4 | 7 | 1 | -2% | 1%
- O=C(Nc1ccc2c(c1)OCO2)C1CC1(Cl)Cl (stereo not given)
→ 0.0% | 0% | 1 | 15 | 3 | -9 | -10 | ? | -1%
- O=C(CC1CCCC1)NNC(=O)c1ccc(F)cc1
→ 3.5% | -2% | 2 | -9 | 13 | -11 | -4 | 1% | 10%
- O=C(COc1ccccc1C(=O)N/N=C\c1ccc(O)c(O)c1)N/N=C/c1ccc(O)c(O)c1
→ 1.0% | 1% | 0 | -13 | / | -21 | 3 | 3% | 1%
- COCCn1c(SCC(=O)Nc2ccc3c(c2)OCCO3)nnc1C(C)C
→ 0.7% | -6% | 4 | 8 | 4 | 24 | -2 | 0% | -1%
- COc1ccc(Oc2cc(C)c3cccc(C)c3n2)cc1
→ 1.3% | -5% | 6 | 16 | -13 | 3 | -1 | -6% | -16%
- CN1C(=O)N(CC(=O)Nc2ccc(C(F)(F)F)cc2)C(=O)C12CCCCC2
→ 1.3% | -7% | 3 | -11 | -11 | 15 | -3 | -5% | -3%
- COc1ccccc1CCNC(=O)CCn1c(=O)c2cccn2c2ccc(F)cc21
→ 1.1%&22% | 0%&-3% | 0&4 | 1&7 | -23&-22 | 1&6 | 8&1 | -2%&1% | -2%&0%
- COc1cc2c(cc1OC)C(NNC(=O)c1ccc(Br)o1)=NC(C)(C)C2
→ 0.4% | 1% | 0 | -10 | -23 | 6 | 0 | -3% | 6%
- Cc1ccccc1-n1c(=O)cc(N2CCN(Cc3ccccc3)CC2)[nH]c1=O
→ 0.5% | -1% | 4 | -7 | / | 5 | -8 | -4% | 4%
- CCc1nnc(NC(=O)c2ccc3c(c2)C(=O)N(CC(C)C)C3=O)s1
→ 1.1% | / | -1 | -4 | / | -2 | -2 | / | /
- C/C(CC(=O)NC1C2CC3CC(C2)CC1C3)=N\NC(=O)Cc1cccs1 (stereo not given)
→ -0.5% | -3% | 0 | 6 | -14 | 10 | -5 | 1% | 6%
- CCOC(=O)c1c(C)noc1-c1ccco1
→ 1.9% | -1% | 1 | 2 | 3 | 5 | 0 | -1% | 4%
- O=C(Nc1cc(C(F)(F)F)ccc1N1CCOCC1)c1cncc(Br)c1
→ 0.2% | -3% | -2 | -6 | -22 | 1 | 1 | -4% | -4%
- O=C(OCc1ccccc1)N1CCC2CC1c1cc(N3CCNCC3)ccc12 (stereo not given)
→ / | 1% | / | / | -3 | / | / | 4% | -9%
- Cc1ccc(CNC(=O)CSc2c3c(nc4cc(Cl)ccc24)CCCC3)o1
→ 7.0% | -21% | 0 | 4 | 12 | -5 | -5 | -16% | -9%
- CCOc1ccc2ncc(S(=O)(=O)c3ccccc3)c(N3CCC4(CC3)OCCO4)c2c1
→ 0.4% | / | 2 | 2 | / | 0 | -2 | / | /
- CCCc1nn2c(=O)cc(COC(=O)c3ccc(NC(=O)COc4ccc(F)cc4)cc3)nc2s1
→ -4.8% | 1% | 0 | -3 | 16 | -16 | 0 | -1% | -4%
- CCn1nc(NS(=O)(=O)c2ccc([N+](=O)[O-])cc2)c2cc3ccc(C)cc3nc21
→ -3.3% | -1% | 0 | 1 | -10 | 16 | 5 | -3% | 0%
- CCCn1nnc(NC(=O)C(c2ccccc2)c2ccccc2)n1
→ -0.5% | 1% | 1 | -7 | 8 | -11 | -4 | -4% | ?
- CCN(CC(=O)Nc1ccccc1C(F)(F)F)C(=O)CCc1nc2sc3c(c2c(=O)[nH]1)CCCC3
→ 1.8% | 1% | -1 | -5 | -11 | -10 | -1 | -3% | -12%
- COc1ccccc1NC(=O)COc1ccccc1C(=O)c1cnn(-c2ccccc2)c1
→ 0.0% | -6% | 8 | 3 | -6 | 2 | 9 | -4% | 0%
- CCOC(=O)N1CCC(NC(=O)c2cc(C(=O)NCc3cccc(Cl)c3)ccc2CO)CC1
→ -1.0% | 2% | 4 | 19 | -4 | -2 | -2 | -4% | -14%
- O=C(Nc1nnc(SCC(=O)N2CCCC2)s1)C1CC(=O)N(c2ccc(F)cc2)C1 (stereo not given)
→ 3.2% | 0% | 3 | 6 | -16 | -18 | -4 | -2% | 5%
- O=[N+]([O-])c1ccccc1S(=O)(=O)Nc1cccnc1
→ -0.3% | 2% | 5 | -3 | -10 | 6 | -3 | -6% | -6%
- C/C(=N\NC(=O)C1COc2ccccc2O1)c1cc2ccccc2o1 (stereo not given)
→ -0.3% | -10% | 0 | 13 | -7 | -13 | -6 | 2% | -18%
- CCOC(=O)C(CSCC(=O)c1ccc(Br)cc1)NC(=O)OC(C)(C)C (stereo not given)
→ 0.6% | / | 1 | / | / | -10 | -5 | / | /
- O=C(NCc1cccs1)c1ccccc1C(=O)NCc1cccs1
→ -0.5% | 2% | 1 | 13 | -9 | -1 | 0 | -1% | 0%

New compounds follow:
Under each structure – RXFP1 agonist | Vif-APOBEC3G blk | D1 ag | D2 PAM | RXFP1 antagonist | D1 antag | D1 potentiator | GRP78 ERSR act | Vif-APOBEC3F blk
- Cc1nn2c(=O)cc(COC(=O)c3cccc(NC(=O)c4ccc(C(C)(C)C)cc4)c3)nc2s1
→ 0.1% | 3% | 2 | 1 | -4 | -5 | 0 | -1% | -5%
- COc1cccc(CN(Cc2ccccc2F)S(=O)(=O)c2ccc(S(=O)(=O)NCc3ccccc3)cc2)c1
→ 0.1% | 1% | 17 | 4 | -11 | -12 | 0 | -2% | 0%
- CCOc1ccc(NC(=O)c2ccc(OCC3CCCO3)cc2)cc1S(=O)(=O)N(CC)CC (stereo not given)
→ 3.1% | -10% | 3 | 5 | -9 | 5 | -6 | 0% | 1%
- O=C(Nc1ccc(F)cc1F)c1noc2c1CCC2
→ 0.5% | -4% | 6 | 2 | -11 | -4 | -4 | ? | 2%
- C(=N\Nc1ccc2ccccc2n1)/c1ccc2c(c1)OCO2
→ 2.4% | 1% | -2 | 4 | -5 | -6 | -3 | -15% | -27%
- Cc1ccc(N2CCN(/N=C/c3ccccc3[N+](=O)[O-])CC2)cc1
→ 0.8% | 2% | 3 | -4 | / | 16 | -3 | -1% | 0%
- Cn1ncc(Br)c1C(=O)Nc1ccc(F)cc1F
→ 0.8% | -4% | 0 | 5 | -6 | -16 | -4 | -1% | -4%
- CCN1CCN(c2cc(N3CCN(C(=O)c4ccco4)CC3)c3c4c(onc24)-c2ccccc2C3=O)CC1
→ -2.3% | ? | 0 | / | -25 | 6 | -1 | -7% | ?
- CC12CC3CC(C)(C1)CC(C(=O)Nc1nn[nH]n1)(C3)C2
→ 3.8% | 1% | 4 | / | 4 | 2 | 12 | -3% | -4%
- O=C(Cc1ccccc1[N+](=O)[O-])NCCC1=CCCCC1
→ -1.3% | 1% | 2 | -3 | -30 | -5 | 19 | 1% | 8%
- CCOC(=O)c1ccc(NC(=O)Nc2c(C)nn(C)c2C)cc1
→ -0.3% | -4% | 5 | 2 | -5 | -14 | -2 | -3% | 0%
- CC(OC(=O)C1CCCC1)C(=O)Nc1ccc(C(N)=O)cc1 (stereo not given)
→ -0.1% | -1% | 1 | 12 | 1 | -9 | 1 | 0% | ?
- Cc1ccc(NC(=O)c2cnn(-c3ccc(C)c(C)c3)c2C2CCN(C(=O)OC(C)(C)C)CC2)c(C)c1
→ 1.1% | 2% | 3 | -6 | -16 | -2 | -2 | -2% | -2%
- Cc1ccc2cc(-c3noc(C4CCCO4)n3)c(=O)[nH]c2c1 (stereo not given)
→ 0.2% | 2% | 2 | 9 | / | 17 | -5 | 0% | 0%
- CCOc1ccc(Nc2oc(/C=C/c3ccc(OC)c(OC)c3)nc2C#N)cc1
→ 1.4% | 3% | 0 | -1 | 6 | 8 | 5 | -2% | 0%
- O=C(COC(=O)c1ccc(Cl)nc1)NC1CCCCCC1
→ 1.4% | 10% | 1 | 0 | 1 | -5 | -2 | 0% | 5%
- COc1ccc(C)cc1Nc1nc2c(S(=O)(=O)c3cccc(Cl)c3)nnn2c2ccsc12
→ ? | 1% | -1 | -6 | -6 | -24 | -8 | -3% | 2%
- O=C(c1ccc(-c2ccccc2)cc1)c1ccccc1C(=O)N1CCOCC1
→ 0.2% | 1% | 2 | -6 | -4 | 14 | -4 | -1% | 3%
- COC(=O)c1ccc(OC(=O)CCc2cc(OC)c(OC)c(OC)c2)cc1
→ 2.3% | -4% | 13 | 15 | 0 | -1 | -2 | -2% | 1%
- CCOc1ccc(NC(=O)NNC(=O)c2ccc(Cl)cc2Cl)cc1
→ 1.3% | 2% | 5 | -3 | -3 | 4 | 0 | -2% | 3%
- S=c1[nH]nc(-c2cccnc2)n1/N=C/C(Cl)=C\c1ccccc1
→ -0.3% | ? | 1 | 3 | -11 | -11 | -4 | 14% | 8%
- O=C(O)C1CC=CCC1C(=O)Nc1ccc(N2CCN(Cc3ccccc3)CC2)cc1 (stereo not given)
→ 0.8% | 0% | 1 | -20 | 8 | 0 | -6 | -5% | -6%
- Cc1cc(OCC(O)CN(CCO)CCO)ccc1Cl (stereo not given)
→ -0.9% | 0% | 1 | 18 | 1 | 10 | 7 | -3% | -16%
- Cc1sc(-n2cccc2)c(C(C)NC(=O)Nc2ccccc2Cl)c1C (stereo not given)
→ 3.5% | / | 2 | / | -14 | -3 | -7 | / | /
- CCCCCC(=O)N1C[C@H](O)[C@@H](n2cc(COC(=O)c3ccccc3)nn2)C[C@@H]1c1ccc(OC)cc1
→ / | 0% | / | / | 6 | / | / | -1% | -2%
- Cc1ccc(-c2cnco2)cc1
→ 1.5% | 2% | 0 | 0 | -4 | 0 | -5 | -3% | -4%
